High-throughput results from PubChem BioAssay.
Autophagy mod – modulators of autophagy; MEF GFP-LC3 puncta imaging; test concentration mostly 10 µM; calls only at 10 µM (by protocol); hit rate 0.98% among 190,000; AID 463193;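 active = percentage of spot-positive cells more than 3 SD above its plate mean, without a fluorescence outlier flag or 80% toxicity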;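 note: spot-positive cell cutoff set from DMSO-treated cells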
bCat nuc transl – modulators of beta-catenin nuclear translocation | HeLa beta-catenin nuclear translocation, immunofluorescence imaging | nuclear translocation activity, % at 5 µM | hit rate 0.3% among 190,000;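 active = nuclear translocation activity above 50% at 5 µM, with a well cell count of 50 or more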;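 note: per-cell ratio of nuclear to cytoplasmic median beta-catenin stain intensity; plate controls were DMSO negative control for no effect and GSK-3 inhibitor IX positive control for full effect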
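Signal – beta-catenin immunofluorescence imaging with DAPI · Test system – human HeLa cell line · Dosing – 5 µM primary single dose, 0.1% DMSO, 0.02–20 µM confirmation series · Measure – % activation, nuclear-to-cytoplasmic median beta-catenin signal ratio per cell · Incubation – 24 h compound exposure at 37°C, 5% CO2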
Myeloid diff MLP – myeloid differentiation induction | ER-HoxA9 myeloid progenitors, lysozyme-GFP differentiation, flow cytometry | calls only at 10 µM | hit rate 1% among 360,000;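 active = normalized GFP-positive differentiation at or above the plate's own cutoff, the solvent-only control mean plus 3 SD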;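 note: cells exposed to compound for four days before flow analysis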
T cell modulator – T cell immune modulation candidate; 2C CD8+ T cell-vesicle binding, flow cytometry; hits give low values; calls only at 7 µM; hit rate 0.068% among 330,000; AID 2052;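 active = response, share of CD8 T cells binding vesicles, and their 90th percentile fluorescence all below set limits, cut at about 80% in these data, passing the limit was not always enough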
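Read-out – percent CD8+ FL2 mean versus row control · System – murine 2C transgenic CD8+ T lymphocytes · Times – 1.5 h cell–vesicle binding at 37 °C, then 20 min icy labelling · Control set – naked vesicles low, QL9 vesicles with vehicle high · Detection – cytometric PE anti-B7-1 and Alexa647 anti-CD8 signals after 1% paraformaldehyde fixation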
West Nile antiviral – West Nile virus antiviral activity, cell-based, CPE readout (AID 1621); hit rate 0.02% among 290,000; West Nile virus-infected cells, CPE inhibition; higher % means a stronger effect; CPE inhibition, % at 10 µM, or IC50 in µM where a hit was titrated; in the data active = a potency from the dose series; note: strong numbers were not always called active
Lipid droplet – modulators of hepatic lipid droplet formation; AML12 mouse hepatocytes, oleate lipid droplets, BODIPY imaging; inhibition, % at 6.5 µM; hit rate 0.4% among 240,000;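 active = lipid droplet intensity inhibited by at least 50%, with more than 500 cells counted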
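Assay system: AML12 mouse liver cells | Compound dosing: One dose, 6.5 µM compound | Read-out basis: Droplet intensity reduction, % inhibition | Measured by: Fluorescence imaging, 20x objective, two fields per well | Schedule: Overnight treatment with compound plus oleate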
MT stabilize HCS – stabilizes microtubules in HeLa cells | HeLa tubulin immunostaining HCS, 24 h; share of cells brighter than vehicle mean+2SD | hit rate 0.83% among 200,000 | AID 2205 | % tubulin-high responders, % at 10 µM;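 active = plate Z-score above 3 for both tubulin-high and condensed-nucleus cell shares, with cell loss under 80%, at 10 µM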;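 note: anti alpha tubulin signal scored within the nucleus-defined area of each cell; some results filed as inactive read as strong as hits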
Ins promoter up – MIN6 insulin promoter up-regulation; MIN6 insulin promoter-GFP reporter, high-content imaging; hits give high values; hit rate 0.3% among 190,000; z-score at 5 µM;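 active = z-score above 3 at 5 µM with at least 500 cells counted in the well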
WT yeast gro inh – growth inhibition of WT yeast, mitochondrial fusion screen | mitochondrial fusion phenotypic screen, WT strain | inhibition, % at 10 µM | hit rate 2.1% among 190,000 | AID 1362; in the data active = inhibition above about 58%; tested in S. cerevisiae
WT yeast gro inh mutant strain – also measured in WT yeast gro inh; calls as there; inhibition, %; mitochondrial fusion phenotypic screen, mutant strain inhibition
Ins promoter up cell count – also measured in Ins promoter up; calls as there; cell count; measured here: cytotoxicity, nuclei count;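 total cells summed across four imaged fields per well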
Lipid droplet cells 6.5 µM – also measured in Lipid droplet; calls as there; cell count; measured here: cell count, cytotoxicity flag;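 cells counted across two imaged fields per well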
bCat nuc transl cell count 5 µM – second read-out of bCat nuc transl, no call of its own (marks repeat the call); cell count; measured here: cell count, cytotoxicity flag
T cell modulator vesicle-bound % – second read-out of T cell modulator, no call of its own (marks repeat the call); double positive events, %; measured here: CD8+ vesicle-bound cell fraction;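 binding gate set so that unloaded-vesicle control wells show 10% double positive cells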
MT stabilize HCS Hoechst-high % – recorded beside MT stabilize HCS, whose call it bears; % Hoechst-high responders; measured here: nuclear condensation Hoechst responders;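 share of cells brighter than vehicle mean plus two SD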
MT stabilize HCS cytotoxicity % – further read-out of MT stabilize HCS, marked with its call; toxicity, %; measured here: cytotoxicity by cell density;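 0% = mean cell density of plate MIN control wells and 100% = no cells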
Autophagy mod cell loss 18 h – second read-out of Autophagy mod, no call of its own (marks repeat the call); toxicity, %; measured here: cell loss, nuclei count;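 cell loss after 18 h compound exposure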
Myeloid diff MLP GFP+ MAC1+ % – second read-out of Myeloid diff MLP, no call of its own (marks repeat the call); GFP+ MAC1+ double positive, %; measured here: differentiation confirmed by MAC1 staining
The depositor's hits bear a star; i = inactive; nt = no result given.

Below each compound: Autophagy mod | Autophagy mod cell loss 18 h | bCat nuc transl | bCat nuc transl cell count 5 µM | Myeloid diff MLP | Myeloid diff MLP GFP+ MAC1+ % | T cell modulator | T cell modulator vesicle-bound % | West Nile antiviral | Lipid droplet | Lipid droplet cells 6.5 µM | MT stabilize HCS | MT stabilize HCS Hoechst-high % | MT stabilize HCS cytotoxicity % | Ins promoter up | Ins promoter up cell count | WT yeast gro inh | WT yeast gro inh mutant strain
1: CC(C)(C)c1ccc(N2C(=N)SCC2=O)cc1
    nt | nt | 0.7 | 1294 | i | 0.9 | i | 25 | 0.1% | -10 | 556 | nt | nt | nt | -0.09 | 1079 | nt | nt
2: CCC/S(C)=N/S(=O)(=O)c1ccc(C)cc1 (stereo unspecified)
    i | -5 | 1.6 | 525 | i | 0.4 | i | 39 | -0.2% | -11 | 650 | 2.9 | 1.5 | 2.8 | 0.33 | 1275 | 18 | 11
3: Cc1cc(=O)n2c(C)n[nH]c2n1
    i | 2 | nt | nt | i | 0.4 | i | 59 | 1.0% | 11 | 696 | 2.9 | 0.4 | 40 | 1.3 | 1358 | -10 | -1
4: O=C(OCc1nnc(-c2ccccc2)o1)c1ccccc1
    i | 12 | 0.7 | 1177 | i | 0.8 | i | 50 | 0.2% | -4 | 711 | 2.0 | 1.8 | 0.3 | -0.01 | 1307 | 7 | 11
5: COc1ccc(C(=O)NCc2csc(C(C)C)n2)cc1OC1CCN(C(C)=O)CC1
    nt | nt | nt | nt | i | 0.3 | i | 8 | -0.4% | -1 | 612 | nt | nt | nt | nt | nt | nt | nt
6: Cc1cc(CN2CCCC(CO)(Cc3cccc(Cl)c3)C2)n[nH]1 (stereo unspecified)
    i | 6 | 1.4 | 1007 | i | 0.5 | i | 63 | -0.1% | 0 | 717 | 3.8 | 1.7 | 0.4 | -0.88 | 1398 | 17 | 7
7: Cc1ccc(NC(=O)OC(C)CNC(=O)Oc2cccc(C)c2)cc1 (stereo unspecified)
    i | 24 | -0.4 | 1166 | i | 0.3 | i | 1 | -0.8% | -12 | 678 | 1.8 | 1.3 | 5.3 | -0.15 | 1296 | 13 | 11
8: Cc1ccc(NC(=O)CSc2n[nH]c(=O)n2C2CC2)cc1S(=O)(=O)N1CCOCC1
    i | -4 | 2.2 | 972 | i | 0.6 | i | 31 | 0.0% | 19 | 651 | 3.4 | 1.8 | 4.7 | -0.89 | 1398 | -10 | 12
9: CC(=O)Nc1ccc(CN2CCN(CC(C)C)C(CCO)C2)cc1 (stereo unspecified)
    i | 4 | 0.6 | 924 | i | 1.3 | i | 51 | -0.3% | -24 | 677 | 1.3 | 2.4 | 8.2 | -0.26 | 1408 | 1 | 0
10: Cc1cc(C)c(Nc2cc(S(=O)(=O)O)c(N)c3c2C(=O)c2ccccc2C3=O)c(C)c1
    i | 1 | -0.7 | 1120 | i | 0.7 | i | 38 | -0.2% | 31 | 627 | 2.9 | 2.8 | 3.7 | 0.41 | 1609 | 46 | 45
11: COc1ccccc1CC(=O)N(Cc1ccccc1)c1ccc(C)cc1
    nt | nt | nt | nt | i | 0.7 | i | 67 | -1.0% | -24 | 661 | nt | nt | nt | nt | nt | nt | nt
12: Cc1ccc(S(=O)(=O)N2CCOCC2)cc1C(=O)NCc1cn2ccsc2n1
    i | -2 | -4.4 | 827 | i | 0.7 | i | 48 | 0.1% | nt | nt | 1.5 | 1.2 | 2.9 | 1.1 | 1219 | 6 | 21
13: Cc1ccc(SCC(=O)NCCN2C(=O)CSC2=O)cc1C
    i | -12 | -3.6 | 1086 | i | 0.8 | i | 15 | 0.6% | -1 | 793 | 1.3 | 0.9 | 6.3 | 0.37 | 858 | -4 | -38

Excerpt: compounds 1–7
Below each compound: Autophagy mod | Autophagy mod cell loss 18 h | bCat nuc transl | bCat nuc transl cell count 5 µM | Myeloid diff MLP | Myeloid diff MLP GFP+ MAC1+ % | T cell modulator | T cell modulator vesicle-bound % | West Nile antiviral | Lipid droplet | Lipid droplet cells 6.5 µM | MT stabilize HCS | MT stabilize HCS Hoechst-high % | MT stabilize HCS cytotoxicity % | Ins promoter up | Ins promoter up cell count | WT yeast gro inh | WT yeast gro inh mutant strain
1: CC(C)(C)c1ccc(N2C(=N)SCC2=O)cc1
    nt | nt | 0.7 | 1294 | i | 0.9 | i | 25 | 0.1% | -10 | 556 | nt | nt | nt | -0.09 | 1079 | nt | nt
2: CCC/S(C)=N/S(=O)(=O)c1ccc(C)cc1 (stereo unspecified)
    i | -5 | 1.6 | 525 | i | 0.4 | i | 39 | -0.2% | -11 | 650 | 2.9 | 1.5 | 2.8 | 0.33 | 1275 | 18 | 11
3: Cc1cc(=O)n2c(C)n[nH]c2n1
    i | 2 | nt | nt | i | 0.4 | i | 59 | 1.0% | 11 | 696 | 2.9 | 0.4 | 40 | 1.3 | 1358 | -10 | -1
4: O=C(OCc1nnc(-c2ccccc2)o1)c1ccccc1
    i | 12 | 0.7 | 1177 | i | 0.8 | i | 50 | 0.2% | -4 | 711 | 2.0 | 1.8 | 0.3 | -0.01 | 1307 | 7 | 11
5: COc1ccc(C(=O)NCc2csc(C(C)C)n2)cc1OC1CCN(C(C)=O)CC1
    nt | nt | nt | nt | i | 0.3 | i | 8 | -0.4% | -1 | 612 | nt | nt | nt | nt | nt | nt | nt
6: Cc1cc(CN2CCCC(CO)(Cc3cccc(Cl)c3)C2)n[nH]1 (stereo unspecified)
    i | 6 | 1.4 | 1007 | i | 0.5 | i | 63 | -0.1% | 0 | 717 | 3.8 | 1.7 | 0.4 | -0.88 | 1398 | 17 | 7
7: Cc1ccc(NC(=O)OC(C)CNC(=O)Oc2cccc(C)c2)cc1 (stereo unspecified)
    i | 24 | -0.4 | 1166 | i | 0.3 | i | 1 | -0.8% | -12 | 678 | 1.8 | 1.3 | 5.3 | -0.15 | 1296 | 13 | 11
